CHX counter: Cycloheximide Counterscreen for Small Molecule Inhibitors of Shiga Toxin; cell reporter, cycloheximide protein synthesis inhibition counterscreen; max response, %; hit rate 12% among 300,000; AID 2314, 2010; in the data active = max response mostly above about 13%, no sharp cut-off; inactive = mostly below about 14%; note: read at 38.3 µM for the half of the compounds with a filed dose; 0% is about no effect
Shiga toxin inh: A qHTS for Small Molecule Inhibitors of Shiga Toxin. Vero cells, Shiga toxin protein synthesis inhibition reporter. inhibition, % at 38.7 µM. hit rate 9.2% among 290,000. AID 2315, 2010; in the data active = inhibition mostly above about 28%, no sharp cut-off; inactive = mostly below about 43%; note: 0% is about no effect
Giardia FBPA inh: qHTS Assay for Inhibitors of Fructose-1,6-bisphosphate Aldolase from Giardia Lamblia | purified Giardia FBPA | Potency, µM (top dose mostly 59.6 µM), inactives show top-dose activity, negative = inhibition, actives largely listed as inhibitors | hit rate 0.71% among 290,000; note: potency is the fitted concentration of half-maximal effect; % is set by controls: 0 for no effect and ±100 for the full control effect; nearly all actives have a fitted effect of over 55% in size
Target sequence (A8B2U2 whole entry, looked up): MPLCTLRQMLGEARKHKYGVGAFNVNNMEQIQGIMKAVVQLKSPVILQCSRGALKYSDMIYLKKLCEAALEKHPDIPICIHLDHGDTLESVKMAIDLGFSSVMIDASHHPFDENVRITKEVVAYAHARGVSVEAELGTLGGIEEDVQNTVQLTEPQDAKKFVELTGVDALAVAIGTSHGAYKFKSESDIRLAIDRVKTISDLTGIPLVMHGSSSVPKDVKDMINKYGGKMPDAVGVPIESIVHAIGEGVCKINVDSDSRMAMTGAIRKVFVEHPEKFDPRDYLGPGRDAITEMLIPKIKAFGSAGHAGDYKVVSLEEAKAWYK
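40 nM FBPA preincubated 10 min at RT with compound (up to 57.5 uM final), then substrate plus GAPDH/TPI/NAD/arsenate coupling and diaphorase/resazurin added. Fluorescence read after 20 min at RT, 525/598 nm.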
Pf growth 48h: Primary qHTS for delayed death inhibitors of the malarial parasite plastid, 48 hour incubation; P. falciparum luciferase growth in erythrocytes, 48 h; Potency, µM (doses to about 28.7 µM), without a hit: at the top dose activity change, negative = inhibition, usual class: inhibitors; hit rate 5.9% among 310,000; AID 504832, 2011; note: potency is the fitted concentration of half-maximal effect; % is set by controls: 0 for no effect and ±100 for the full control effect
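Read-out is firefly luciferase luminescence from an integrated reporter in P. falciparum, so falling signal marks reduced parasite growth. Infected erythrocytes were at 2% hematocrit and 0.1% parasitemia (final) in Albumax-supplemented RPMI 1640.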
HCV inhibitor: qHTS Assay for Inhibitors of Hepatitis C Virus (HCV). Huh7.5.1 HCVcc-Cre infection, luciferase reporter, 44 h. Potency, µM (series often up to 41.8 µM), inactives show top-dose activity change, negative = inhibition, hits mostly inhibitors. hit rate 3.4% among 340,000. AID 651820, 2012; note: potency is the fitted concentration of half-maximal effect; % is set by controls: 0 for no effect and ±100 for the full control effect
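After 44 h co-culture of compound, cells and HCVcc-Cre (~0.5 moi), substrate is added for 15 min at room temperature and luciferase measured over 15 sec. Cells were seeded at 1,000/well and pre-cultured 4 h.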
Pf growth 96h: Primary qHTS for delayed death inhibitors of the malarial parasite plastid, 96 hour incubation; Potency, µM (top dose mostly 28.7 µM), without a hit: top-dose activity change, negative = inhibition, usual class: inhibitors; P. falciparum luciferase reporter growth, 96 h; hit rate 6.9% among 320,000; AID 504834, 2011; note: potency is the fitted concentration of half-maximal effect; % is set by controls: 0 for no effect and ±100 for the full control effect
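Readout is luminescence from an integrated firefly luciferase in P. falciparum. Red cells, 2% hematocrit and 0.05% parasitemia final, were cultured with compound through two parasite generations (96 hours) at 37 C, 5% CO2.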
Numbers without * were called inactive; ? = inconclusive; . = no result given; [ ] = dose if it differs, or a comment. Unless noted, calls come from the whole dose curve; as a rule, active = well fitted curve in the direction sought with a large enough effect; inconclusive = small, poorly fitted or top-dose-only effect, or another doubt; inactive = no such curve, though single readings can be large; an effect the other way counts as inactive or inconclusive.

SMILES | CHX counter | Shiga toxin inh | Giardia FBPA inh | Pf growth 48h | HCV inhibitor | Pf growth 96h
Cc1ccc(NC(=O)CCN2CC(C)OC(C)C2)cc1C (stereo unspecified) | -0.6 | 0.7 | -25.0% | 51.4%[activator] | 4.6% | 0.0%
Cc1c(Cl)cccc1NC(=O)NCCCN1CCCC1=O | -0.8 | 29.4 | . | 10.9% | 6.5% | -15.2%
CC(=O)Nc1ccc(NC(=O)COC(=O)c2cc([N+](=O)[O-])ccc2N2CCOCC2)cc1 | -2.3 | -5.0 | 0.3% | -0.9% | -4.5% | 10.2%
CCN(CC(=O)Nc1c(F)cccc1F)C(=O)c1cc(S(=O)(=O)N(C)C)ccc1N1CCCC1 | . | . | . | ? | -2.6% | ?
O=C(O)CCCCCNC(=O)C(=O)C1C(=O)Nc2ccccc21 (stereo unspecified) | -2.9 | 28.7 | -24.7% | -2.2% | 14.7% | 2.1%
Cc1ccc(-c2c3c(nc4sc(C(N)=O)c(N)c24)CCC3)cc1 | 29.3* | 95.2 | 0.0% | 29.2% | ? | ?
COc1ccc(S(=O)(=O)N2CCOCC2)cc1C(C)C | -1.9 | -5.8 | 0.2% | 18.5% | 18.4% | .
Clc1ccc([C@H](Cn2ccnc2)OCc2csc3c(Cl)cccc23)c(Cl)c1 | . | . | 8.8%[21.7 µM] | ? | . | 5.73µM*
COc1ccccc1N1CCN(C(=O)C2CCN(C(=O)c3ccccc3Cl)CC2)CC1 | -1.5 | -6.9 | . | ? | -13.4% | ?
Cc1ccc2nc3c(cc(C#N)c(=O)n3CC3CCCO3)c(=O)n2c1 (stereo unspecified) | -1.0 | -4.4 | -9.9% | 4.8% | . | 8.4%[5.75 µM]
COc1ccc([N+](=O)[O-])cc1NC(=O)C(C)Sc1nc(C)c(C)c(C)n1 (stereo unspecified) | -0.9 | 17.2 | -3.5% | ? | 5.62µM* | ?
c1ccc(-n2cccc2)c(N2CCCCC2)c1 | 9.0 | -9.7 | 13.6% | 6.8% | -4.8% | 7.1%
NC(=O)COC(=O)CC12CC3CC(CC(C3)C1)C2 | -4.4 | 8.2 | -0.4% | 0.0% | 16.5% | -10.9%
Cc1cc(OCC(=O)Nc2ccc(Br)cc2)cc2c1C(=O)CC(C)(C)O2 | 0.8 | -10.3 | -9.3% | ? | ? | ?
Cc1ccc(OCCN(C)C(=O)C2CCC(=O)N(CCCN3CCCC3=O)C2)cc1 (stereo unspecified) | -2.0 | -2.6 | 7.4% | 33.5%[activator] | 3.8% | -5.7%
CC(=O)n1c(=O)c2ccccc2c(=O)n1-c1ccccc1 | 1.6 | -2.9 | -20.1% | -8.6% | 20.0% | -13.7%
CCOC(=O)Cc1csc(NC(=O)COc2ccc(C)c(C)c2)n1 | 33.1* | 41.2* | -1.1% | 121.0%[activator] | -16.8% | 32.4%[activator]
Cc1cc2ccccc2c(=O)n1CC(=O)NCC(=O)N1CCN(c2cccc(Cl)c2)CC1 | -6.1 | -17.5 | 1.6% | -3.3% | -13.8% | 15.4%
Cc1ccc(C2(C)NC(=O)N(CC(=O)Nc3ccc(Cl)c(S(=O)(=O)N4CCCCC4)c3)C2=O)cc1 (stereo unspecified) | . | . | . | ? | ? | ?
O=C(CCCOc1ccc(Cl)cc1Cl)Nc1cccnc1 | -2.0 | 32.0 | -3.0% | . | 7.3% | 21.1%
CCS(=O)(=O)C1=NSC2=NC(=O)/C(=C\c3ccc(OS(=O)(=O)c4ccccc4)c(OC)c3)C(=N)N21 | 12.4 | 16.4 | -2.6% | -20.3% | 12.0% | 44.4%[activator]
COc1ccc(NC(=O)CCS(=O)(=O)c2cccc3nonc23)cc1Cl | -0.5 | -5.3 | 2.2% | -14.6% | 13.3% | -17.0%
CC(=O)Nc1ccc(OC(F)(F)C(F)C(F)(F)F)c(NC(C)=O)c1 (stereo unspecified) | -2.1 | -8.6 | 7.3% | 8.1% | 8.4% | -59.8%
Cc1nnsc1C(=O)N1CCCC(N2CCN(c3cccc(C(F)(F)F)c3)CC2)C1 (stereo unspecified) | 1.8 | 1.3 | . | 13.1µM* | -14.2% | ?
COc1ccc(C(C(=O)NC2CCCCC2)N(C(=O)c2sc(C)nc2C)c2ccccc2C)cc1 (stereo unspecified) | 2.4 | 10.6 | -11.2% | ? | 16.3% | ?
C=CCn1c(=O)c2c(nc3n2CC(C)CN3Cc2ccccc2)n(C)c1=O (stereo unspecified) | -8.0 | -1.8 | 1.3% | ? | 8.0% | ?
CCCCOC(=O)Cn1c2ccc(OC)cc2c2nc3ccccc3nc21 | -2.4 | -3.3 | 4.6% | -14.8% | ? | .
COC(=O)N/N=C/c1cc(Cl)cc(Cl)c1OCc1ccccc1F | 1.3 | 4.7 | 2.1% | -9.0% | 11.6% | 4.1%
O=C(NC1CCC(O)CC1)C1CCN(S(=O)(=O)c2c(Cl)cccc2Cl)CC1 (stereo unspecified) | . | . | . | ? | 13.5% | ?
Cc1cccc(NC(=O)CCc2ccccc2)c1C | -0.9 | 34.5 | -4.6% | 29.1% | 0.4% | ?
N#CC1(C#N)CC(C=O)=C(N)C1(C#N)CC(=O)c1ccc(F)cc1 (stereo unspecified) | -1.1 | -10.7 | ? | 6.5% | 25.7% | 0.0%
N#Cc1cnc(SCC(=O)N2CCCC2)nc1N | -3.3 | -7.0 | -7.4% | -10.7% | -0.2% | -11.7%
CC(C)(C)NC(=O)CN(C(=O)C1CSC(=O)C1)c1ccccc1F (stereo unspecified) | -2.5 | -6.6 | -0.2% | 2.3% | -3.2% | 17.2%
CCCCOc1ccc(-c2cc(C(=O)NNC(=S)NCC)c3ccccc3n2)cc1 | -5.6 | -16.9 | -11.3% | ? | 11.2µM* | .
S=c1[nH]ncc2ccccc12 | 7.8 | 33.6 | -13.8% | 50.9%[activator] | 11.1% | .
O=C(c1ccccc1)N1CCCC(C(=O)N2CCCCC2)C1 (stereo unspecified) | -8.3 | -5.7 | -2.0% | 9.1% | 0.3% | 29.8%
O=C(COC(=O)/C=C/c1cccc(F)c1)Nc1ccc2[nH]c(=O)[nH]c2c1 | . | . | . | -1.5% | 0.1% | 10.5%
COc1ccccc1Nc1c([N+](=O)[O-])cncc1[N+](=O)[O-] | 8.8 | 8.2 | -8.9% | ? | 7.8% | ?
Cc1ccc(/C=C2/NC(=O)N(Cc3ccc(Br)cc3)C2=O)o1 | -4.9 | 0.8 | ? | -16.7% | 0.2% | -24.8%
O=c1c2cc(F)ccc2[nH]c(=S)n1CCCN1CCOCC1 | -4.4 | 14.2 | -8.8% | 10.6% | 13.6% | ?

Reformatted with two lines to a compound: 5 of the compounds above.
Under each structure – CHX counter, Shiga toxin inh, Giardia FBPA inh, Pf growth 48h, HCV inhibitor, Pf growth 96h
> O=C(NC1CCC(O)CC1)C1CCN(S(=O)(=O)c2c(Cl)cccc2Cl)CC1 (stereo unspecified)
 : ., ., ., ?, 13.5%, ?
> S=c1[nH]ncc2ccccc12
 : 7.8, 33.6, -13.8%, 50.9%[activator], 11.1%, .
> COc1ccc(C(C(=O)NC2CCCCC2)N(C(=O)c2sc(C)nc2C)c2ccccc2C)cc1 (stereo unspecified)
 : 2.4, 10.6, -11.2%, ?, 16.3%, ?
> C=CCn1c(=O)c2c(nc3n2CC(C)CN3Cc2ccccc2)n(C)c1=O (stereo unspecified)
 : -8.0, -1.8, 1.3%, ?, 8.0%, ?
> COc1ccc(NC(=O)CCS(=O)(=O)c2cccc3nonc23)cc1Cl
 : -0.5, -5.3, 2.2%, -14.6%, 13.3%, -17.0%

Part of the list above, showing only Pf growth 96h:
SMILES	Pf growth 96h
COc1ccc(C(C(=O)NC2CCCCC2)N(C(=O)c2sc(C)nc2C)c2ccccc2C)cc1 (stereo unspecified)	?
C=CCn1c(=O)c2c(nc3n2CC(C)CN3Cc2ccccc2)n(C)c1=O (stereo unspecified)	?

Additional structures follow:
SMILES | CHX counter | Shiga toxin inh | Giardia FBPA inh | Pf growth 48h | HCV inhibitor | Pf growth 96h
O=C(NCC1CCCO1)c1ccc(COc2ccc(Cl)cc2)cc1 (stereo unspecified) | 2.8 | 19.8 | 4.1% | 9.0% | 0.9% | 2.3%
C=CCn1c(O)c(C(C)=Nc2cc(OC)ccc2OC)c(=O)[nH]c1=O | -0.9 | -18.5 | -16.2% | 0.0% | ? | .
CCOC(=O)c1[nH]c(C)c(C(=O)OCC(=O)NCc2ccc(Cl)cc2)c1C | . | . | . | -13.1% | 9.1% | -19.3%
Oc1c(I)cc(Cl)c2cccnc12 | -2.7 | -13.7 | 9.6% | ? | ? | ?
Cc1ccc(C)c(NC(=O)CSc2nnc(CCCCCNC(=O)OC(C)(C)C)o2)c1 | -2.7 | 4.4 | -7.9% | ? | 8.1% | ?
CCCCn1nnc(NC(=O)c2ccc(-c3cccc(Cl)c3)o2)n1 | 32.5* | 67.9* | 0.4% | -10.0% | . | 60.2%[activator]
O=c1oc(-c2ccccc2Br)nc2ccccc12 | 1.7 | -9.8 | 6.5% | 2.5% | 13.2% | -2.9%
CCOCCn1[nH]c2ccccc2c1=O | . | . | . | ? | 9.0% | ?
Cc1cc(N2CCN(c3ccccc3)CC2)n2nnnc2n1 | -4.6 | -6.6 | 4.1% | 7.8% | 24.6% | -4.5%
CC(NC(=O)c1ccccc1N)c1ccccc1 (stereo unspecified) | -1.2 | -7.0 | 3.9% | 7.4% | 19.1% | 25.6%
COC(=O)Cc1c(C)nc2nc(-c3ccccc3)[nH]n2c1=O | -4.1 | -0.5 | -16.7% | 33.7%[activator] | 10.5% | -5.6%
CC(OC(=O)C1CCC1)C(=O)Nc1cc(Cl)cc(Cl)c1 (stereo unspecified) | . | . | . | 14.6% | 0.5% | 3.2%
CN1CCc2nc(SCC(=O)Nc3ccc(F)cc3)c(C#N)cc2C1 | 8.0 | 11.8 | -20.1% | 29.4% | -17.6% | 4.5%
CC(C)COC(=O)N1C(COCc2ccccc2)CCC=CS1(=O)=O (stereo unspecified) | 14.4 | 22.1 | -0.2% | . | . | .
CCCCC(=O)N=c1sc2c(OC)ccc(OC)c2n1C | -0.8 | 2.3 | 1.6% | -19.8% | -1.6% | -19.2%
Cc1nc2ccn(Cc3ccccc3)c(=O)c2cc1C(=O)N1CCN(c2ccccc2)CC1 | -2.7 | -4.6 | -1.9% | -9.8% | -24.1% | 78.2%[activator]
COc1ccc(C(=O)OCC(=O)NCCCc2ccccc2)c(OC)c1 | -3.4 | -10.5 | 1.4% | 1.2% | -9.0% | 16.4%
Cc1noc(C)c1CN1C(=O)c2ccc([N+](=O)[O-])cc2C1=O | -8.0 | 2.7 | -0.9% | 41.6%[activator] | 2.0% | 0.0%
CC(C)OCCCNC(=O)C1CCC(=O)N1C1CCCC1 (stereo unspecified) | -3.4 | -1.9 | 0.4% | . | -7.1% | -21.2%
O=C(CN1CCN(Cc2ccccc2)CC1)c1c[nH]c2ccccc12 | -3.9 | -12.9 | -0.8% | ? | 3.2% | -5.8%
Fc1ccccc1/C=N/N1CCN(Cc2ccccc2Cl)CC1 | 19.1* | . | ? | 22.1% | 19.3% | 0.8%
CCOC(=O)C1(Cc2ccccc2C(F)(F)F)CCN(CC(O)CO)CC1 (stereo unspecified) | -0.9 | -7.8 | 2.8% | 7.4% | -15.4% | 0.0%
CC(C)(O/N=C(\C(=O)N[C@@H]1C(=O)N2C(C(=O)[O-])=C(C[n+]3ccccc3)CS[C@@H]12)c1csc(N)n1)C(=O)O | . | . | ? | -10.8%[12.8 µM] | . | -14.3%[12.8 µM]
CCN1CCN(C(=S)Nc2ccc(Cl)cc2Cl)CC1 | 24.9* | 26.5 | 5.4% | . | ? | 55.7%[activator]
CCOC(=O)/C=C1\SCC(=O)N1CC(=O)NCc1ccc(OC)c(OC)c1 | -1.5 | -14.2 | 2.2% | 11.7% | -2.1% | 20.7%
